Assay outcomes as filed in PubChem.
D1 potentiator = Potentiators of Human D1 Dopamine Receptor: qHTS. HEK293 TREx D1 cells, calcium flux, dopamine EC20 potentiation. D(1A) dopamine receptor (Homo sapiens), P21728. hit rate 0.036% among 360,000. potentiation, % at 10 µM; in the data active = potentiation above about 30%; also: 0% is about no effect
Target sequence (P21728 whole entry, looked up): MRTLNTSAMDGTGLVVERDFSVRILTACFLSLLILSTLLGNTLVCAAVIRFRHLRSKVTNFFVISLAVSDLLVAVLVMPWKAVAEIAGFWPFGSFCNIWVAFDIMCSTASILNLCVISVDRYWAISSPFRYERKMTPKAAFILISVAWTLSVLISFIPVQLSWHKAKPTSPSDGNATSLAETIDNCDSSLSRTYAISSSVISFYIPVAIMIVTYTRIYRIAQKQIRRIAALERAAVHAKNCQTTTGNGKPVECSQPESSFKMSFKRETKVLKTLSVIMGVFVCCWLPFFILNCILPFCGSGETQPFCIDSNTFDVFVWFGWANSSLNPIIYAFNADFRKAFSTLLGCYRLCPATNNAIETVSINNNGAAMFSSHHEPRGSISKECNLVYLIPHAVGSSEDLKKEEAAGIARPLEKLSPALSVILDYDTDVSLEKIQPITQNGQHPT
RXFP1 ag = qHTS Assay for Agonists of the Relaxin Receptor RXFP1. hit rate 0.3% among 370,000. AID 2676, 2010. HEK293T-RXFP1 cAMP TR-FRET, 30 min; response scale: percent of porcine relaxin response, buffer zero. Potency, µM (titrated, usually from 57.5 µM), for inactives: at the highest dose activation, most hits filed as activators; also: potency is read from the fitted curve at half-maximal effect; % is scaled to controls: 0 for no effect and ±100 for the full control effect; nearly all actives have a fitted effect of over 60% in size; many of its hits are not listed in these tables
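HEK293T cells stably expressing RXFP1 were pretreated with the PDE4 inhibitor Ro 20174, exposed to compounds for 30 min at 37C, lysed, and cAMP was read by TR-FRET. Data normalized to buffer (basal) and 29 nM porcine relaxin (100%).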
D2 potentiator = HTS Assay for Positive Allosteric Modulators of the Human D2 Dopamine Receptor: Primary Screen for Potentiators; AID 485347, 2010; D(2) dopamine receptor (Homo sapiens), P14416; hit rate 0.34% among 340,000; HEK293 T-REx D2, calcium flux, EC20 dopamine potentiation; potentiation, % at 10 µM;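 active = potentiation over 3 SD above the plate norm, cut at about 30% in these data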; also: 0% is about no effect
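Primary screen. Calcium kinetics in induced HEK293 T-REx D2 cells: compound pre-addition 180 s, EC20 dopamine, 180 s more.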
D1 agonist = Allosteric Agonists of the Human D1 Dopamine Receptor: qHTS; D(1A) dopamine receptor (Homo sapiens), P21728; HEK293 T-REx D1 cells, calcium flux, agonist mode; activation, % at 2 µM; hit rate 1% among 360,000; in the data active = activation above about 30%; also: 0% is about no effect
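Tetracycline-induced HEK293 TREx D1 cells, force-coupled to calcium signalling, were dye-loaded with a no-wash calcium kit. Compound was pin-added after a 10 s baseline. Fluorescence was read kinetically at 1 cycle/s for 180 s, with calcium rises flagged as agonism.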
LDHA block = qHTS assay for inhibitors of human lactate dehydrogenase; AID 1347041, 2019; activity change, % (values are at about 110 or 230 µM); purified LDHA, NADH/diaphorase-resazurin fluorescence; hits give low values; hit rate 0.15% among 480,000; L-lactate dehydrogenase A chain (Homo sapiens), P00338; in the data active = activity change below about -30%; inconclusive = mostly about -25% to -30%;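 also: plate controls were DMSO wells for no effect and wells without enzyme for full effect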
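Remaining NADH was detected by diaphorase (0.133 mg/mL) converting 37 µM resazurin to fluorescent resorufin, read at 0 and 20 minutes. The preceding 5-minute room-temperature reaction used 2 nM LDHA, 0.2 mM sodium pyruvate and 0.06 mM NADH at pH 7.4.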
D1 antagonist = Antagonist of Human D 1 Dopamine Receptor: qHTS. D(1A) dopamine receptor (Homo sapiens), P21728. HEK293 TREx D1 cells, calcium flux, dopamine EC80; hits give low values. activity change, negative = inhibition, % at 10 µM. hit rate 3.2% among 360,000. AID 504652, 2011; in the data active = activity change below about -30%; also: % is scaled to controls: 0 for no effect and ±100 for the full control effect
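Allosteric or orthosteric antagonism assessed as attenuation of the calcium response to EC80 dopamine, added 180 s after compound, in induced HEK293 Trex D1 cells loaded with no-wash calcium dye.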
Vif-A3G inh = qHTS for Inhibitors of Vif-A3G Interactions: qHTS; DNA dC->dU-editing enzyme APOBEC-3G (Homo sapiens), Q9HC16; HeLa A3G-eYFP + Vif (tagged APOBEC3G with the HIV-1 protein that degrades it), YFP fluorescence, overnight; Potency, µM (highest dose often 46.1 µM), without a hit: at the top dose activity, negative = active, hits mostly inhibitors; hit rate 0.076% among 410,000; AID 602310, 2012;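 also: potency is read from the fitted curve at half-maximal effect; % is scaled to controls: 0 for no effect and ±100 for the full control effect; nearly all actives have a fitted effect of over 60% in size; hits raise eYFP signal because A3G escapes Vif-driven loss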
Target sequence (Q9HC16 whole entry, looked up): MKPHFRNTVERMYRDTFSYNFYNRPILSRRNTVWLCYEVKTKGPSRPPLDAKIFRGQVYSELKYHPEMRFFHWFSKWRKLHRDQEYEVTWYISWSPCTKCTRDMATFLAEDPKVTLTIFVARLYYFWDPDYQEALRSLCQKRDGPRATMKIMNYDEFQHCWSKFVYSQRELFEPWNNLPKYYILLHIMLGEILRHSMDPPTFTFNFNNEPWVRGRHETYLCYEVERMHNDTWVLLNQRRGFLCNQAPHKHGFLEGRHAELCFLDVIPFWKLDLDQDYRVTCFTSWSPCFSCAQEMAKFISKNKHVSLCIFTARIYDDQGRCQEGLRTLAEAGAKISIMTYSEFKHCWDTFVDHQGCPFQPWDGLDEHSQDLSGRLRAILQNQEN
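Read-out is eYFP fluorescence (Ex 488/Em 500-530) from Vif-expressing HeLa A3G-eYFP cells; more signal means A3G escaped Vif-mediated degradation. Cells plated overnight, compound pinned in, incubated overnight at 37 deg C.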
Vif-APOBEC3F blk = qHTS for Inhibitors of Vif-A3F Interactions: qHTS | HeLa A3F-eYFP + Vif (tagged APOBEC3F with the HIV-1 protein that degrades it), YFP fluorescence increase | Potency, µM (titrated, usually from 46.1 µM), for the others: top-dose activity, negative = active | hit rate 0.2% among 390,000; also: potency is read from the fitted curve at half-maximal effect; % of control where 0% means no effect; nearly all actives have a fitted effect of over 65% in size
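Fluorescence increase (Ex 488/Em 500-530) after overnight compound treatment at 37 deg C flags inhibition of Vif-driven A3F-eYFP loss in stable HeLa A3F-eYFP/Vif cells seeded overnight beforehand.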
GRP78 ERSR act = qHTS for Inducers of the Endoplasmic Reticulum Stress Response (ERSR) in Human Glioma: qHTS; U87-MG GRP78 promoter luciferase reporter, 16 h; Potency, µM, for inactives: at the top dose activation, usual class: activators; hit rate 0.02% among 420,000; AID 602332, 2012; also: potency is read from the fitted curve at half-maximal effect; series mostly up to about 76 µM; % of control where 0% means no effect; nearly all actives have a fitted effect of over 35% in size
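Stably transfected U87-MG human glioma cells carrying a GRP78-based luminescent sensor were seeded at 1000 cells/well, pin-dosed with compounds and incubated 16 h. Luciferase reagent was then added, and end-point luminescence was read after 10 min at room temperature.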
* = called active by the depositor; u = inconclusive; x = not tested or not shown. Unless noted, calls follow the shape of the dose curve; as a rule, active = well fitted curve in the direction sought with a large enough effect; inconclusive = small, poorly fitted or top-dose-only effect, or another doubt; inactive = no such curve, though single readings can be large; an effect the other way counts as inactive or inconclusive. Not all compounds are listed; rates above refer to the full screens.

Structure	D1 potentiator	RXFP1 ag	D2 potentiator	D1 agonist	LDHA block	D1 antagonist	Vif-A3G inh	Vif-APOBEC3F blk	GRP78 ERSR act
COc1ccc(OC)c(NC(=O)COC(=O)Cc2ccc(-c3ccccc3)cc2)c1	4	0.1%	2	1	-5	-12	1%	-9%	-5%
Cc1cc2ccccn2c1C(=O)Nc1ccccc1	0	4.6%	x	3	3	-4	-4%	1%	4%
O=C(NCc1ccc(Cl)cc1)c1ccc(OCC2CCCO2)cc1 (configuration not stated)	-5	2.6%	3	4	-7	-14	2%	2%	1%
CC1CCCC(NC(=O)Cn2cc3c(n2)CCCCC3)C1C (configuration not stated)	x	0.8%	10	1	-3	-23	-5%	-5%	-3%
Cc1cc(C)c2[nH]c3nc(SCC(=O)O)nnc3c2c1	-1	-0.7%	x	4	0	-6	0%	-8%	-1%
Cc1ccc(-c2csc(NC(=O)C[n+]3cc(-c4ccc(C)cc4)n4c3CCC4)n2)cc1	-12	-2.3%	-15	2	-3	0	0%	-12%	-4%
COc1ccc2nc(N3C(=O)C(O)=C(C(=O)c4ccco4)C3c3ccc(C)o3)sc2c1 (configuration not stated)	-2	5.8%	4	3	15	4	-4%	-3%	1%
CCc1ccccc1N1C(=O)N(Cc2ccc(C#N)cc2)c2ccccc2S1(=O)=O	0	-1.2%	13	7	-6	-4	5%	1%	0%
COc1ccc(CCNC(=O)Cn2c(=O)n(-c3cc(F)ccc3F)c(=O)c3sccc32)cc1OC	-3	2.7%	-4	0	-2	-1	0%	-3%	-2%
CC12CCCC(CC(=O)O)(C1)NC(=O)C2 (configuration not stated)	x	x	x	x	-1	x	-1%	u	-3%
O=C(NCC1CCCO1)C1CCN(C(=O)c2ccc(Br)cc2)CC1 (configuration not stated)	-3	-0.1%	8	1	0	-6	0%	4%	-2%
Cc1nn(CC(=O)NCCN2CCOCC2)c(=O)c2cc3sccc3n12	4	u	-13	4	-4	4	3%	10%	-3%
COC(=O)c1c(-n2cnnn2)sc(C)c1C	-2	0.9%	8	2	2	-21	1%	0%	-1%
O=C(c1cccc(S(=O)(=O)NCc2ccccc2)c1)N1CCN(c2ccccc2Cl)CC1	x	x	x	x	0	x	-2%	3%	-4%
N#CC(Sc1ccccn1)c1ccc(Cl)cc1Cl (configuration not stated)	-4	4.4%	-8	3	0	-4	0%	-1%	-1%
N#Cc1c2n(c(=S)n(-c3ccc(F)cc3)c1=O)CCCCC2	-1	-1.9%	-5	14	1	-25	0%	18%	-1%
COc1cccc(CN2CCC(CO)(CC3CCCCO3)CC2)c1 (configuration not stated)	-4	1.0%	-6	2	-8	0	-1%	-33%	-10%
C=CCn1c(SCC(=O)N(CCO)CCO)nc2sc3c(c2c1=O)CCC3	0	-1.2%	-4	0	-1	2	-4%	-14%	-3%
CCOC(=O)c1cnc2nc(C)[nH]n2c1=O	2	0.6%	2	2	-7	-5	1%	-1%	-4%
O=C1CSC(c2ccc(F)cc2)N1c1c(F)cccc1F (configuration not stated)	0	-0.1%	0	1	-10	-14	-23%	-6%	-1%
Cc1cc(C)n(CCc2nc(-c3ccc(C)o3)cs2)n1	-3	0.1%	0	-1	-1	1	-3%	-14%	-2%
Cc1ccc(-n2ccnc2SCC(=O)O)cc1C	-5	-0.4%	x	0	-5	-4	-6%	-8%	5%
O=C(COC(=O)CC1CCCC1)Nc1ccc(Cl)cc1	2	-1.0%	7	0	-1	6	-1%	-13%	-2%
CN(Cc1ccccc1)C(=O)CSc1cc(=O)n(C)c2ccccc12	-4	5.4%	13	1	-6	1	0%	-5%	2%
Nc1nc(SCC(=O)Nc2cc(S(=O)(=O)N3CCOCC3)ccc2Cl)n[nH]1	1	6.5%	-1	1	-7	6	1%	0%	-1%
COc1ccc(N2CCN(C(=O)c3cc4ccccc4o3)CC2)cc1	-3	0.8%	-7	2	-5	2	2%	4%	-4%
Cc1ccc(S(=O)(=O)Nc2cc(Cl)c(O)c3ncccc23)cc1	-3	0.0%	0	2	28	4	u	u	-8%
COc1ccc(NC(=O)C(=O)NCC(=O)Nc2cccc(C(F)(F)F)c2)cc1	0	-1.0%	1	3	-6	4	3%	-3%	-3%
Cc1cccc(NS(=O)(=O)c2cc(C(=O)N3CCCCCC3)ccc2C)c1	3	4.3%	5	2	-10	14	-9%	-3%	-1%
CN(CCO)Cc1csc2ccc(Br)cc12	-3	-0.3%	-16	0	-9	x	-5%	1%	-6%
O=S(=O)(c1ccccc1)c1nnn2c1nc(NCc1cccs1)c1sccc12	-8	u	-4	4	0	-17	2%	-8%	-5%
CCOC(=O)C1CCN(c2ncnc3c2oc2ccc(Cl)cc23)CC1	-7	6.7%	10	2	-5	-10	-14%	-1%	6%
Cc1ccc(C(=O)CSc2nc(O)cc(=O)[nH]2)cc1C	-2	-0.4%	-23	-2	0	7	15%	-17%	4%
CCOC(=O)CC1=NS(=O)(=O)c2ccccc2N1	12	0.6%	3	4	0	-13	1%	-6%	-4%
COc1ccccc1Cc1nc(-c2ccncc2)no1	-5	-0.5%	x	10	0	-6	1%	5%	4%
CCN(CC(=O)NC(=O)NCc1ccccc1)Cc1ccccc1	7	-1.5%	-1	2	-1	35	4%	1%	-3%
COc1ccc(NC(=O)COC(=O)c2cccc(S(=O)(=O)N3CCCCC3)c2)c(OC)c1	x	0.1%	0	6	2	2	-1%	-23%	0%
COc1ccc2nc(NNC(=O)C3COc4ccccc4O3)sc2c1 (configuration not stated)	-3	-1.2%	-15	1	8	-12	-6%	-3%	0%
CCN(CC)c1ccc(/C=N/Nc2nc(C)cc(=O)[nH]2)c(O)c1	-3	-3.4%	-6	4	14	-10	-22%	-18%	-2%
CN1CCN(c2nc(-c3ccccc3)nc(-c3ccccc3)c2C#N)CC1	-1	0.9%	7	2	-7	24	-1%	-1%	-2%
CCOC(=O)c1cnc(SCC(=O)Nc2nnc(CC)s2)nc1N	-1	1.6%	-2	1	-2	-12	-7%	-2%	0%
OCC12COC(c3ccccc3)N1C(c1ccccc1)OC2 (configuration not stated)	3	-0.1%	5	0	-6	1	-1%	-12%	-1%
Cc1ccc(NC(=O)c2cccn2-c2nnc(N3CCCCC3)s2)cc1Cl	7	-2.0%	-24	5	2	19	-6%	-8%	0%
CCCCOCC(O)CN1CCN(C(C)=O)CC1 (configuration not stated)	0	1.4%	-3	2	-20	-1	-4%	6%	-2%
Cn1c(-c2ccccc2)cnc1NCc1cccc([N+](=O)[O-])c1	-7	1.7%	-9	-4	-14	-21	7%	0%	8%
CCOC(=O)N1CCN(C(=O)CNC(=O)Cc2ccc(Cl)cc2)CC1	-3	-0.2%	x	2	-4	5	-6%	9%	-1%
CCC(C(=O)NC1CCCC1)N(C(=O)Cn1nnc(-c2ccc(C)o2)n1)c1ccc(OC)cc1 (configuration not stated)	-8	0.9%	14	2	-9	-7	-5%	-13%	-3%
Cc1c(C(=O)Nc2ccc3c(c2)OCO3)sc2ncn(CC(=O)N3CC(C)CC(C)C3)c(=O)c12 (configuration not stated)	15	-1.0%	2	0	-6	-9	-5%	1%	-5%
Cc1[nH]c(=O)[nH]c(=O)c1S(=O)(=O)NCC12CC3CC(CC(C3)C1)C2	2	1.1%	0	0	-3	4	0%	-5%	-3%
COc1ccc(-c2cc3nc(C)cc(N4CCN(C(=O)c5ccoc5)CC4)n3n2)cc1	x	x	x	x	2	x	-5%	-4%	0%
COc1cccc(-c2nn(C)c3sc(C(=O)Nc4ccc5c(c4)OCCO5)cc23)c1	2	-0.1%	-24	6	-1	-2	-14%	-7%	2%
CCS(=O)(=O)N1Cc2ccccc2CC1C(=O)NCCc1ccccc1 (configuration not stated)	-2	-0.9%	-1	-1	0	13	4%	-5%	3%
Cc1nc2ccc(NC(=O)N3CCSCC3)cc2nc1C	0	4.3%	5	6	16	42	1%	-7%	2%
Cc1nc2cc(S(=O)(=O)N(C)C)ccc2n1-c1ccccc1	6	0.7%	2	3	-5	-2	-3%	2%	0%
Cc1cc(C)c2nc(-c3ccccn3)cc(C(=O)NCCc3ccc(S(N)(=O)=O)cc3)c2c1	-3	u	x	1	-1	2	-9%	-1%	-5%

No new results follow: an excerpt of the list.
Structure	D1 potentiator	RXFP1 ag	D2 potentiator	D1 agonist	LDHA block	D1 antagonist	Vif-A3G inh	Vif-APOBEC3F blk	GRP78 ERSR act
CCS(=O)(=O)N1Cc2ccccc2CC1C(=O)NCCc1ccccc1 (configuration not stated)	-2	-0.9%	-1	-1	0	13	4%	-5%	3%
Cc1nc2ccc(NC(=O)N3CCSCC3)cc2nc1C	0	4.3%	5	6	16	42	1%	-7%	2%
Cc1nc2cc(S(=O)(=O)N(C)C)ccc2n1-c1ccccc1	6	0.7%	2	3	-5	-2	-3%	2%	0%
Cc1cc(C)c2nc(-c3ccccn3)cc(C(=O)NCCc3ccc(S(N)(=O)=O)cc3)c2c1	-3	u	x	1	-1	2	-9%	-1%	-5%
